FXIa inh: inhibitors of human coagulation factor XIa. P03951. purified human FXIa, fluorogenic AMC substrate cleavage. inhibition, % at 10 µM. 0.3% of 33,000 active;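 active means inhibition above 40% in the primary screen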;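 further: 0% = enzyme without compound and 100% = blank wells lacking enzyme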
Target sequence (P03951 19-387 limits assumed): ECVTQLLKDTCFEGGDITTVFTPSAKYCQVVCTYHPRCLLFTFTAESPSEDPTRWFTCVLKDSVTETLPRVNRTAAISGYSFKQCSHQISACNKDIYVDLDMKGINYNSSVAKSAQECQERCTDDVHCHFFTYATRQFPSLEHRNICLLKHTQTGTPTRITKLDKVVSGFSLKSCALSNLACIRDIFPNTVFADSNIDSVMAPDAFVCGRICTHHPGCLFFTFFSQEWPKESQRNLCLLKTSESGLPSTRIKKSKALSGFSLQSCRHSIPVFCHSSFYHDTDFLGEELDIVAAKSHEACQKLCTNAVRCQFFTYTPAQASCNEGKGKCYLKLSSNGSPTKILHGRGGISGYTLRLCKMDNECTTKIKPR
Target sequence (P03951 388-625 limits assumed): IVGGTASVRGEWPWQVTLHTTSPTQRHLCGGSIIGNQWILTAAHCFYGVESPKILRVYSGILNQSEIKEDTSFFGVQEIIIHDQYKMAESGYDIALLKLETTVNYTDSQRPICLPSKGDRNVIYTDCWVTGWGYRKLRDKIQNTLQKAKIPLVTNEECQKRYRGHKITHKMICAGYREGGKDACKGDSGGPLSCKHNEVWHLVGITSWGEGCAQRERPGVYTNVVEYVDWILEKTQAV
FXIIa inh: blocks human coagulation factor XIIa activity. P00748. purified human FXIIa, AMC substrate fluorescence, 2 h. inhibition, % at 10 µM. 0.2% of 33,000 active. AID 701; in the data active means inhibition above about 30%;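 further: 0% = enzyme with vehicle only and 100% = no enzyme blank; many of its hits are not listed in these tables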
An asterisk follows results filed as active. Some of the compounds tested. The share of hits here may be higher or lower than overall.

Order of values: FXIa inh | FXIIa inh
CCn1c(=O)n(CC)c2cc(S(N)(=O)=O)c(C)cc21
  -2 | 7
CC(=O)Nc1cc(C(=O)N2CCCC2)ccc1Sc1ccc(Cl)cc1
  -10 | -4
COC(=O)N(C)c1nc2ccccc2s1
  -1 | -14
Cc1n[nH]c(C)c1N1C(=O)c2cccc3cc(Br)cc(c23)C1=O
  6 | 5
CCCc1ncc(C(=O)c2ccc(OC)cc2)n1C
  -3 | 3
Clc1ccc(OCCn2c(-c3ccco3)nc3ccccc32)cc1
  -6 | 7
CCOc1ccc(-n2nc3c(-n4ncc(C#N)c4N)nnc(C)c3c2C)cc1
  4 | 2
COCCNc1ncnc2c1cnn2Cc1ccc(Cl)cc1
  -3 | 5
CCC(c1c(C)n(C)n(-c2ccccc2)c1=O)c1c(C)n(C)n(-c2ccccc2)c1=O
  -5 | 4
COc1ccc(NC(=O)CSc2nnc(C)n2Cc2ccccc2)cc1
  -13 | 5
CCCCCCC1CCC(C(=O)Nn2c(C)nc3ccccc3c2=O)CC1 (stereo not drawn)
  -3 | -2
O=C(NC1CCCCCC1)c1ccc(CN2CCOCC2)cc1
  27 | -12
O=C(O)COc1ccc2c3c(c(=O)oc2c1)CCC3
  6 | 7
C=CCNC(=O)c1c(-c2c(F)cccc2Cl)noc1C
  1 | 1
CC1CCCCN1S(=O)(=O)c1ccc(S(=O)(=O)N2CCN(c3ccccc3)CC2)cc1 (stereo not drawn)
  4 | 7
Cc1ccc2ccccc2c1COC(=O)c1nonc1N
  0 | 4
CC1(C)CC2CC(C)(CN2C(=O)COc2cccc3ccccc23)C1 (stereo not drawn)
  -1 | 12
CCOC(=O)N1CCN(C(=O)C2COc3ccccc3O2)CC1 (stereo not drawn)
  -5 | 6
CCc1ccc(OCC(=O)Nc2ccc3c(c2)COC3=O)cc1
  11 | 6
c1cc2ccc3ccc(CN4CCOCC4)c4ccc(c1)c2c34
  4 | 8
Cc1cnc(C(=O)OCC(=O)Nc2ccc(Cl)cc2)cn1
  4 | 4
CCOC(=O)CSc1ccc(-c2nc3cc(C)c(C)cc3[nH]2)cn1
  0 | 3
N/C(=N\c1nc2c(c(=O)[nH]1)CCCC2)Nc1ccccc1Sc1ccccc1
  0 | 3
Cc1ccc(C)c2c(SC(C)C(=O)NCc3ccco3)nc(-c3ccccc3)nc12 (stereo not drawn)
  5 | 10
C[N+]1(CC(=O)OCCCc2ccccc2)CCOCC1
  0 | 5
COc1ccc(C(=O)N2CCC(N3CCN(c4ccccc4)CC3)CC2)cc1OC
  -1 | 7
COCCSc1nnc(NC(=O)Cc2cccs2)s1
  3 | -11
CCOC(=O)CN1NC2(CCC(C)CC2)NC1=S (stereo not drawn)
  6 | 2
COC(=O)Nc1ccc(S(=O)(=O)N2CCN(CCN3C(=O)C4C5C=CC(C5)C4C3=O)CC2)cc1 (stereo not drawn)
  8 | 7
CCc1ccc(NC(=O)c2ccnc(C(C)(C)C)c2)cc1
  6 | 7
CC1(C)S[C@@H]2[C@H](NC(=O)[C@H](N)c3ccc(O)cc3)C(=O)N2[C@H]1C(=O)O
  2 | 8
COC(=O)c1sc(NC(=O)c2csc3c2CCCC3)nc1C
  -2 | 12
CCCc1nnc(NC(=O)CC(=O)Nc2ccccc2C(=O)O)s1
  -12 | 3
Cc1[nH]nc(N=CC2=C(O)CC(c3ccco3)CC2=O)c1-c1ccccc1 (stereo not drawn)
  2 | 5
CCN(CC)CCN1C(=O)C(=O)/C(=C(/O)c2c(C)[nH]c(C(=O)OC)c2C)C1c1cccnc1 (stereo not drawn)
  0 | 10
O=C(NC1(C(F)(F)F)NC(=O)N(Cc2cccnc2)C1=O)c1ccccc1Cl (stereo not drawn)
  4 | -13
CCC(CC)C(=O)NCCc1ccc(OC)cc1
  18 | -9
O=C(c1cc(-c2cccs2)nc2ccccc12)N1CCN(S(=O)(=O)c2cccc(F)c2)CC1
  5 | -16
CCc1nnc(NC(=O)CSc2nnc(-c3ccccc3O)n2CC)s1
  -2 | 4
c1ccc(-c2cn3nc4c(nc3n2)CCCC4)cc1
  11 | -32
Cn1cnnc1SCC(=O)Nc1ccccc1C(=O)NC1CC1
  -4 | 5
Cc1c(C(=O)NCCCN2CCCC2=O)oc2ccccc12
  1 | 10
CCCCOCCCNC(=O)c1ccc(NC(C)=O)cc1
  3 | 3
c1ccc2[nH]c(CN3CCCCC3)nc2c1
  4 | 9
CC(C)(C)c1ccc(C(=O)N2CCNCC2)cc1
  9 | 6
O=C(O)CSc1nnc(-c2ccncc2)n1-c1ccc(Cl)cc1
  -5 | 7
CC(=O)Nc1nc(COc2ccc3ccccc3c2)cs1
  5 | 15
COc1ccccc1C1CC(=O)Nc2c1c(=O)n(C)c(=O)n2C (stereo not drawn)
  2 | 12
Cc1ccc(N=CC2=C(O)CC(C)(C)CC2=O)nc1
  21 | -8
COc1ccc(NC(=O)CSc2nc(O)cc(=O)n2C)cc1
  -9 | 7
CCN(CC)S(=O)(=O)c1cccc(C(=O)N[C@H](C(=O)OCC(N)=O)C(C)C)c1
  -1 | 13
O=C(NCc1ccco1)c1ccccc1F
  16 | -9
OC(CN1CCN(Cc2ccc3c(c2)OCO3)CC1)c1c[nH]c2ccccc12 (stereo not drawn)
  -14 | 4
COc1ccc(N2C(=O)CCC(C(=O)NCc3cccnc3)C2c2ccc(OC)c(OC)c2)cc1 (stereo not drawn)
  5 | 5
Cc1ccc(C(=O)Nc2cnc3ccccn3c2=O)cc1
  12 | 5
COC(CNC(=O)c1ccc(N2CCCC2=O)cc1)OC
  13 | 9
CSc1ccccc1C(=O)NCCSc1ccccc1
  -12 | 7
CC(=O)Nc1ccc(S(=O)(=O)Nc2nnc(C(C)(C)C)s2)cc1
  18 | -16
CN(c1cccc(NC(=O)Nc2cccc(Cl)c2)c1)S(C)(=O)=O
  1 | -12
O=C(NCN1C(=O)C2C3C=CC(C3)C2C1=O)Nc1cccnc1 (stereo not drawn)
  -3 | 4

(further entries)
Order of values: FXIa inh | FXIIa inh
COc1ccccc1N1CCN(S(C)(=O)=O)CC1
  6 | -1
COc1ccc(S(=O)(=O)N2CCN(C(=O)c3ccco3)CC2)cc1OC
  3 | 8
Cc1cc(C)c(Cc2c(C)nc3c(C(=O)NCc4ccco4)cnn3c2C)c(C)c1
  3 | -7
O=C(c1ccco1)N1CCN(C(=O)c2ccc(COc3ccc4c(c3)CCC4)o2)CC1
  -6 | 6
CCCCCOC(=O)c1[nH]c2c(c1C)C(=O)C(C(=O)OC)C(C)C2 (stereo not drawn)
  1 | 6
CC1(C)N(OCc2ccccc2)C(=O)C(=O)N(OCc2ccccc2)C1(C)C
  -10 | -2
CC1CCCN(c2nc3ccccc3nc2C(C#N)S(=O)(=O)c2cccs2)C1 (stereo not drawn)
  2 | 9
COc1ccc(NC(=O)c2cccnc2Cl)c(S(=O)(=O)N2CCOCC2)c1
  16 | -6
CC(=O)Nc1ccc(N2CCCC2)cc1
  1 | 6
COc1cc(C(=O)N2CCC(NC(=O)C(Cc3ccccc3)NC(C)=O)CC2)cc(OC)c1OC (stereo not drawn)
  0 | 6
CCOC(=O)c1cc2occc2n1CC(=O)NC1CCCCC1C (stereo not drawn)
  3 | 5
COc1cccc(C(=O)Nc2nc(-c3ccc(S(=O)(=O)N4CCOCC4)cc3)cs2)c1
  3 | 12
COc1ccc(C(=O)NCCn2ccc3ccccc32)cc1
  0 | -18
C=CCSc1nnc(NC(=O)CSc2ccccn2)s1
  10 | 5
O=C(c1cc(-c2ccc3c(c2)OCO3)on1)N1CCN(c2ccc(F)cc2)CC1
  2 | 8
CCCOc1ccc(NC2=CC(=O)CC(C)(C)C2)cc1
  -6 | -7
CCC(C)C(=O)Nc1cc(OC)c(OC)cc1C(=O)O (stereo not drawn)
  2 | 4
CC1CCCN(C(=O)CCS(=O)(=O)Cc2ccccc2)C1 (stereo not drawn)
  -6 | 4
CC1=C(C(=O)NCc2ccccc2)C(c2cccnc2)n2ncnc2N1 (stereo not drawn)
  -2 | 6
CCOC(=O)c1c(N)nn(C(=O)C(C)C)c1-c1ccc(OC)cc1
  -10 | 6

Compounds shown so far containing a COOH group:
Order of values: FXIa inh | FXIIa inh
O=C(O)COc1ccc2c3c(c(=O)oc2c1)CCC3
  6 | 7
CC1(C)S[C@@H]2[C@H](NC(=O)[C@H](N)c3ccc(O)cc3)C(=O)N2[C@H]1C(=O)O
  2 | 8
CCCc1nnc(NC(=O)CC(=O)Nc2ccccc2C(=O)O)s1
  -12 | 3
O=C(O)CSc1nnc(-c2ccncc2)n1-c1ccc(Cl)cc1
  -5 | 7
CCC(C)C(=O)Nc1cc(OC)c(OC)cc1C(=O)O (stereo not drawn)
  2 | 4

Remaining list, next part:
Order of values: FXIa inh | FXIIa inh
CCOc1cc(CNc2ccc3c(c2)CCC3)ccc1OC
  25 | -14
COc1ccccc1OCCSc1nnc(C)n1-c1ccccc1
  -11 | 25
Clc1ccc(-n2cccc2/C=N/n2cnnc2)cc1
  15 | -9
CC(C)CC(OC(=O)c1cccs1)C(=O)NCc1cccs1 (stereo not drawn)
  -2 | 8
COc1ccc(C(=O)Nc2ccc(-c3ccc(C)o3)cc2)cc1S(=O)(=O)N1CCOCC1
  -2 | 9
COc1ccc(N2CCN(c3nc4c(c(=O)n(C)c(=O)n4C)n3Cc3ccccc3)CC2)cc1
  -2 | 1
COc1ccc(CNc2nc3nc(-c4ccccc4)cc(=O)n3[nH]2)cc1OC
  1 | 8
COc1ccccc1-n1c(SCC(=O)N2CCCC2)nc2cccnc21
  6 | 7
O=C1CC(N2CCC(C(=O)N3CCCCC3)CC2)C(=O)N1 (stereo not drawn)
  3 | -17
CCSc1nnc(NC(=O)C2CC=CCC2C(=O)O)s1 (stereo not drawn)
  8 | 6
O=C(CCCn1c(=O)oc2ccccc21)Nc1cccnc1
  0 | -19
O=[N+]([O-])c1ccc(Oc2ccc(F)cc2Br)c2ccncc12
  -2 | 5
CC(C)OC(=O)CSc1nc2cccnc2n1-c1ccc(F)cc1
  33 | -12
COc1ccc(C(CC(=O)NCc2ccco2)c2ccc(F)cc2)cc1 (stereo not drawn)
  -9 | 8
CCOC(=O)C1=C(CSc2nc3c(cc2C#N)CN(C)CC3)OC(N)=C(C#N)C1c1ccc(Cl)cc1 (stereo not drawn)
  -10 | -14
COC(=O)c1sc(=S)n(-c2ccc(Cl)cc2)c1C
  21 | -16
CCCC1(C(=O)OCC)NC(c2ccc(N(C)C)cc2)C2C(=O)N(c3ccc4c(c3)OCCO4)C(=O)C21 (stereo not drawn)
  1 | 4
Cc1cc(C)c(C#N)c(SCc2ccccc2)n1
  3 | -19
O=C1CN(C(=O)c2cc(Br)c(Br)s2)c2ccccc2N1
  -2 | -4
COC(=O)c1ccccc1NC(=O)CSc1nccn1C
  1 | 11

Complete entries, quoted from the list.
Entry for CC1CCCN(C(=O)CCS(=O)(=O)Cc2ccccc2)C1 (stereo not drawn) = FXIa inh: -6; FXIIa inh: 4
Entry for O=C(NC1CCCCCC1)c1ccc(CN2CCOCC2)cc1 = FXIa inh: 27; FXIIa inh: -12
Entry for CCCCCCC1CCC(C(=O)Nn2c(C)nc3ccccc3c2=O)CC1 (stereo not drawn) = FXIa inh: -3; FXIIa inh: -2

(cont.)
Order of values: FXIa inh | FXIIa inh
COc1ccc(-c2ccc(CCC(=O)O)n2NC(=O)c2cccs2)cc1
  -2 | -5
Oc1ccc(Cl)cc1C1=Nc2ccccc2N=C(c2ccco2)C1
  -2 | 6
Cc1[nH]nc2c1/C(=N/O)CC(c1ccccc1)C2 (stereo not drawn)
  -6 | 7
CCN(CC(=O)Nc1ccc2c(c1)OCCO2)S(=O)(=O)c1ccc(C)cc1
  1 | 10
Cn1c(=O)[nH]c(=O)c2c1nc(SCCN1CCOCC1)n2Cc1ccccc1
  3 | 11
O=C(Cn1nc(-c2ccc(N3CCOCC3)c([N+](=O)[O-])c2)c2ccccc2c1=O)N1CCCCC1
  -3 | 10
CC(C)(C)C(=O)CN1CCN(S(=O)(=O)c2ccc(F)cc2)CC1
  4 | -20
Cn1c(=O)c2c(ncn2CC(=O)Nc2nnc(Cc3ccccc3)s2)n(C)c1=O
  -1 | 4
COc1ccc(-c2nc(CSCC(=O)NCCC3=CCCCC3)c(C)o2)cc1OC
  16 | -20
c1ccc(-c2cc(N3CCOCC3)nc3ccccc23)cc1
  9 | 3
COCCn1c(=O)[nH]c2cc(C(=O)OC)ccc2c1=O
  -5 | 4
O=C(/C=C/Nc1ccc(F)cc1)c1ccco1
  5 | 4
CCOc1c(Cl)cc(CNCC(C)C)cc1OC
  10 | 3
Cc1cc(C)cc(N(CC(=O)NCc2ccco2)C(=O)CCC(=O)Nc2ccccn2)c1
  -4 | 1
O=C(c1cc2nc(-c3ccccc3)cc(C(F)(F)F)n2n1)N1CCOCC1
  -5 | 1
C/C=C(\C)C(=O)OC1c2c(ccc3ccc(=O)oc23)OC(C)(C)C1OC(C)=O (stereo not drawn)
  1 | 7
O=C(Nc1ccc(Br)cc1)c1cccc(NC(=O)C2C3CC4OC(=O)C2C4C3)c1 (stereo not drawn)
  -1 | -5
COC(=O)c1ccc(NC(=O)CN(C2CCCCC2)S(C)(=O)=O)cc1
  -2 | -10
COC(=O)/C=C1/S/C(=N/NC(=O)c2ccccc2C)NC1=O
  5 | 10
Cc1nc2cc(C(=O)OCC(=O)NC3CCS(=O)(=O)C3)ccc2n1-c1ccccc1 (stereo not drawn)
  20 | 6
O=C(CNC(=S)N(Cc1ccccc1F)C1CCCCC1)NC1CC1
  20 | -14
CCc1nccn1S(=O)(=O)c1ccc(OC)c(C)c1C
  13 | -1
Cc1ccccc1CN(c1ccc(C(=O)NCCC2=CCCCC2)cc1)S(C)(=O)=O
  0 | 3
O=C(COC(=O)c1ccccn1)Nc1ccc(S(=O)(=O)N2CCOCC2)cc1
  -7 | 10
COc1ccc(C2SCC(=O)N2CC23CC4CC(CC(C4)C2)C3)cc1 (stereo not drawn)
  -2 | 0
COc1ccc(C2C3=C(CC(C)(C)CC3=O)Oc3ncn(CCO)c(=N)c32)cc1OC (stereo not drawn)
  2 | 2
O=C(NCCCCCCNC(=O)NCc1ccco1)NCc1ccco1
  15 | -12

From PubChem
